# High-throughput results deposited in PubChem by National Center for Advancing Translational Sciences (NCATS).
# RXFP1 antagonist: blocks the human relaxin receptor RXFP1 | 350,000 compounds, 0.59% hits | Q9HBX9 | activity change, negative = inhibition, % at 57.5 µM | HEK293-RXFP1, relaxin-stimulated cAMP HTRF, 30 min; stronger effect = lower value;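 active = activity change of -60% or lower, but not beyond a set lower limit; inconclusive = change between -60% and -40%, or beyond the set limit; inactive = change above -40%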; also: % is scaled to controls: 0 for no effect and ±100 for the full control effect
# D2 potentiator: positively modulates the human D2 dopamine receptor allosterically; P14416; HEK293 T-REx D2, calcium flux, EC20 dopamine potentiation; potentiation, % at 10 µM; 340,000 compounds, 0.34% hits;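 active = potentiation over 3 SD above the plate norm, cut at about 30% in these data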; also: 0% is about no effect
# Target sequence (P14416 whole entry, looked up): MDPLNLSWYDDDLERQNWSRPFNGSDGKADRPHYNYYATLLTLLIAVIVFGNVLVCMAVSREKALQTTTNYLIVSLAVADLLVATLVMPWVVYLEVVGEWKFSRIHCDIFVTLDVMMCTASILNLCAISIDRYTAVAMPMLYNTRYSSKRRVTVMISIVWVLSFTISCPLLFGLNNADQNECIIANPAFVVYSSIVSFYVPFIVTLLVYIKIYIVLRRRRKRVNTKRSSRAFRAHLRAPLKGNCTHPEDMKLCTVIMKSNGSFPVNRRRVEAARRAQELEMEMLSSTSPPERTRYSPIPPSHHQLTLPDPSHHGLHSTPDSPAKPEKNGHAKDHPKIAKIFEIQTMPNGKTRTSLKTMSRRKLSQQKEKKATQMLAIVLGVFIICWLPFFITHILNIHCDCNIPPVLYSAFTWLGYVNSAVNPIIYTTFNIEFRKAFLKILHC
#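 Using a no-wash calcium dye in inducible, force-coupled HEK293 Trex cells expressing D2, we tracked fluorescence each second for 180 s after compound, then for 180 s after EC20 dopamine to detect augmented signalling.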
# D1 antagonist: blocks dopamine activation of the human D1 receptor | HEK293 TREx D1 cells, calcium flux, dopamine EC80; stronger effect = lower value | 360,000 compounds, 3.2% hits | P21728 | activity change, negative = inhibition, % at 10 µM; in the data active = activity change below about -30%; also: % is scaled to controls: 0 for no effect and ±100 for the full control effect
#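 Using tetracycline-induced force-coupled D1 Hek293 cells and a calcium dye, signals were followed for 180 s after compound, then for 180 s after EC80 dopamine, to detect inhibitors.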
# TRHR agonist: agonists of human TRH receptor. 360,000 compounds, 0.18% hits. TRHR cells, calcium flux fluo-8, FDSS agonist mode. P34981. activation, % at 2 µM. AID 493084; also: 0% is about no effect
# Target sequence (P34981 whole entry, looked up): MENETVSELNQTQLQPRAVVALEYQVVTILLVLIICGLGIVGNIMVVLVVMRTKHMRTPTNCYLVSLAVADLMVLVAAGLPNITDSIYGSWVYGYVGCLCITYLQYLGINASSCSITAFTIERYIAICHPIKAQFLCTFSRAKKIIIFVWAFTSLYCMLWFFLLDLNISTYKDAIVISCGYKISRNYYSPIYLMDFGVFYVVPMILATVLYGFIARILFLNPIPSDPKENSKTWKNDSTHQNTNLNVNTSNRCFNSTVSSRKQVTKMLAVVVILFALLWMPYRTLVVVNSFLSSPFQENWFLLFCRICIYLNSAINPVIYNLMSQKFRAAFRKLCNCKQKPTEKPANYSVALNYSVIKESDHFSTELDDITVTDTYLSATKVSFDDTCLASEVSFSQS
#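 Agonist-mode FDSS calcium read (Ex 480/Em 530, 1 s cycles) in 1536-well TRHR cells with fluo-8 dye, after 10-cycle baseline and 23 nL compound addition; TRH at EC20 (10 nM final) added afterwards for the enhancer phase.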
# TRHR enhancer: allosterically enhances the human TRH receptor; 360,000 compounds, 0.66% hits; enhancement, % at 2 µM; P34981; TRHR cells, fluo-8 calcium fluorescence, EC20 TRH enhancement; in the data active = enhancement above about 30%; also: 0% is about no effect
#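 Enhancer read-out: after compound pinning and an initial kinetic agonist-mode read, an EC20 of TRH (10 nM final) was injected and fluo-8 calcium signal (Ex 480/Em 530) followed at 1 s/cycle for 100 cycles in TRHR-expressing cells.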
# D2 antag: antagonists of human D2 dopamine receptor; HEK293 TREx D2 cells, calcium flux, dopamine EC80; inhibition, % at 10 µM; 340,000 compounds, 2% hits; AID 485344; in the data active = inhibition above about 30%; also: 0% is about no effect
#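 Tetracycline-induced HEK293 T-REx cells expressing D2 force-coupled to calcium signalling were dye-loaded, exposed to compound for 180 s, then challenged with an EC80 of dopamine; calcium flux was followed kinetically for a further 180 s.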
# D1 agonist: agonists of human D1 dopamine receptor | 360,000 compounds, 1% hits | activation, % at 2 µM | P21728 | HEK293 T-REx D1 cells, calcium flux, agonist mode | AID 504660; also: 0% is about no effect
#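 Tetracycline-induced HEK293 TREx D1 cells, force-coupled to calcium signalling, were dye-loaded with a no-wash calcium kit. Compound was pin-added after a 10 s baseline. Fluorescence was read kinetically at 1 cycle/s for 180 s, with calcium rises flagged as agonism.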
# D2 agonist: D2 dopamine receptor (human) agonism; P14416; HEK293 T-REx D2 cells, calcium flux agonist mode; activation, % at 2 µM; 340,000 compounds, 0.53% hits;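 active = activation over 3 SD above normal in the single-dose calcium agonist read, cut at about 30% in these data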; also: 0% is about no effect
#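 Tetracycline-induced HEK293 T-REx cells with force-coupled D2 receptor, plated overnight at 30 C, loaded with no-wash calcium dye. After a 10 s baseline, compound was pin-added and calcium flux read kinetically for 180 s; calcium rises flagged agonists.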
# D1 potentiator: human D1 dopamine receptor positive modulation | potentiation, % at 10 µM | 360,000 compounds, 0.036% hits | P21728 | HEK293 TREx D1 cells, calcium flux, dopamine EC20 potentiation | AID 504651; in the data active = potentiation above about 30%; also: 0% is about no effect
# Starred values were filed as active, the others as inactive; u = inconclusive; x = no result given; & = joins results of further samples. Rule as the data show it, unless noted: active = activation above about 30%; inactive = the rest.
1: COCCN(Cc1ccccc1)C(=O)c1c(C)nn(-c2ccccc2)c1C
2: Clc1cccc(C2CCN(Cc3nc(CC4CC4)no3)C2)c1 (stereo not drawn)
3: COC(=O)c1c(NC(=O)CN(c2ccc(C)c(C)c2)S(C)(=O)=O)sc2c1CCCC2
4: COc1ccc(S(=O)(=O)N2CCOCC2)cc1NC(=O)[C@@H]1CCCN1C(=O)c1cccs1
5: COc1ccc(NC(=O)C2=C(C)C(=O)OC23CCC(C)CC3)c(OC)c1 (stereo not drawn)
6: Cc1c(C(=O)O)cccc1-c1ccc(/C=N/Nc2ccc(Br)cc2)o1
entry no.	1	2	3	4	5	6
RXFP1 antagonist	-4	-1	-9	0	3	-23
D2 potentiator	-4	0	-15	2	-7	3
D1 antagonist	10	0	-3	2	25	-1
TRHR agonist	0.4	0.2	0.8	-0.2	0.1	0.5
TRHR enhancer	2	-1	2	1	2	17
D2 antag	-7	5	-11	7	-4	-2
D1 agonist	2	2	2	0	-1	1
D2 agonist	0.0	0.2	0.0	0.0	0.6	0.7
D1 potentiator	10	2	2	-2	-3	-2

7: COC(=O)C1=C(C)NC(=O)CC1c1ccccc1F (stereo not drawn)
8: O=C(CCCCl)Nc1nc(-c2ccc3c(c2)OCCO3)cs1
9: CCS(=O)(=O)N1CCC(C(=O)NCCC(C)C)CC1
10: CCOC(=O)C(C)C1(O)c2ccccc2-c2ncccc21 (stereo not drawn)
11: CCCc1cc(C(=O)N2CCN(C(c3ccccc3)c3ccccc3)CC2)no1
12: O=c1[nH]c(O)c(C=Nc2ccc(Cl)cc2Cl)c(=O)[nH]1
entry no.	7	8	9	10	11	12
RXFP1 antagonist	-9	-24	3	-1	x	-3
D2 potentiator	8	-3	6	2	-12	0
D1 antagonist	-18	-8	-4	-10	2	-1
TRHR agonist	0.6	0.5	0.1	0.5	1.9	0.0
TRHR enhancer	-6	1	1	-1	0	-9
D2 antag	12	4	x	-10	-9	5
D1 agonist	0	-1	-2	4	3	1
D2 agonist	0.1	0.3	-0.1	1.7	1.8	-0.4
D1 potentiator	-7	-3	0	2	7	2

13: Cc1cc2[nH]c3ccccc3c2c(C)n1
14: COc1ccc2c(C(=O)c3ccc(C)cc3)n(Cc3ccc(C(N)=O)cc3)[n+]([O-])c2c1
15: COC(=O)COc1ccc2c(c1)O/C(=C\c1cccc([N+](=O)[O-])c1)C2=O
16: CCC(C)NC(=O)CSc1nc2cc3c(cc2c(=O)n1CCCCCC(=O)NCc1ccc2c(c1)OCO2)OCO3 (stereo not drawn)
17: N#Cc1ccc(CSc2nc(N)cc(N)n2)cc1
18: CCN(c1ccccc1)S(=O)(=O)c1cccc(C(=O)Nc2ccc(C)cn2)c1
entry no.	13	14	15	16	17	18
RXFP1 antagonist	10	x	-9	u	6	-11
D2 potentiator	13	21	-6	3	4	-5
D1 antagonist	4	6	2	4	1	-8
TRHR agonist	-0.2	-0.7	-0.5	-0.4	0.0	-1.1
TRHR enhancer	-7	-9	-6	2	7	-3
D2 antag	-15	60*	24	x	-6	1
D1 agonist	6	16	0	1	5	6
D2 agonist	0.3	-1.6	-0.3	2.9	-0.2	0.1
D1 potentiator	-8	-12	-4	-2	0	1

# A second format for part of the listing above.
15) COC(=O)COc1ccc2c(c1)O/C(=C\c1cccc([N+](=O)[O-])c1)C2=O
  RXFP1 antagonist = -9
  D2 potentiator = -6
  D1 antagonist = 2
  TRHR agonist = -0.5
  TRHR enhancer = -6
  D2 antag = 24
  D1 agonist = 0
  D2 agonist = -0.3
  D1 potentiator = -4

16) CCC(C)NC(=O)CSc1nc2cc3c(cc2c(=O)n1CCCCCC(=O)NCc1ccc2c(c1)OCO2)OCO3 (stereo not drawn)
  RXFP1 antagonist = u
  D2 potentiator = 3
  D1 antagonist = 4
  TRHR agonist = -0.4
  TRHR enhancer = 2
  D2 antag = x
  D1 agonist = 1
  D2 agonist = 2.9
  D1 potentiator = -2

17) N#Cc1ccc(CSc2nc(N)cc(N)n2)cc1
  RXFP1 antagonist = 6
  D2 potentiator = 4
  D1 antagonist = 1
  TRHR agonist = 0.0
  TRHR enhancer = 7
  D2 antag = -6
  D1 agonist = 5
  D2 agonist = -0.2
  D1 potentiator = 0

# (list continues)
19: C/C(NCc1ccccc1)=C(\C#N)C(=O)NCc1ccccc1
20: CC1CN(CC(O)COc2ccc(C(C)C)cc2)CC(C)O1 (stereo not drawn)
21: CCN(CC)C(=O)c1sc2c(c1C)c(=O)n(-c1ccc(C)c(C)c1)c(=O)n2CC(=O)NCC1CCCO1 (stereo not drawn)
22: COc1ccccc1C(=O)Nc1cc(C)c(OCC(=O)N2CCOCC2)c(C)c1
23: Cc1ccc(NC(=O)CSc2nnnn2-c2cccnc2)c(C)c1
24: CC1=C(C(=O)Nc2ccccc2)C(c2ccccc2C)n2ncc(C(=O)Nc3ccccc3)c2N1 (stereo not drawn)
entry no.	19	20	21	22	23	24
RXFP1 antagonist	-22	-11	-4	-5	9	1
D2 potentiator	-5	x	-4	8	x	7
D1 antagonist	-5	-11	-17	1	-12	7
TRHR agonist	-0.4	0.9	-0.9	0.7	-0.2	1.3
TRHR enhancer	6	4	-1	6	-1	-5
D2 antag	2	9	-5	-6	-5	x
D1 agonist	4	3	2	3	0	2
D2 agonist	-0.1	2.1	0.1	-1.9	4.1	0.5
D1 potentiator	-2	-5	-4	-6	-11	-6

25: CC1CCN(c2nncc3ccccc23)CC1
26: O=C(NNc1cc(N2CCOCC2)nc(N2CCOCC2)n1)C12CC3CC(CC(C3)C1)C2
27: O=C(Nc1ccc(S(=O)(=O)N2CCCC2)cc1)C1COc2ccccc2O1 (stereo not drawn)
28: COc1ccccc1NC(=O)Cc1csc(NC(=O)c2ccccc2)n1
29: O=C(Nc1nc(-c2ccc(Cl)cc2)cs1)C1=COCCO1
30: CN1CCN(C(=S)Nc2ccc(Cl)cc2Cl)CC1
entry no.	25	26	27	28	29	30
RXFP1 antagonist	2	-6	-18	-10	-25	-3
D2 potentiator	10	-2	1	-1	x	2
D1 antagonist	-1	-20	1	-16	-14	-3
TRHR agonist	-0.3	8.0	-0.8	-0.5	0.3	-1.9
TRHR enhancer	1	2	-1	-6	2	5
D2 antag	12	-2	6	8	x	21
D1 agonist	0	2	2	8	4	1
D2 agonist	0.6	0.9	0.4	-1.4	x	0.3
D1 potentiator	-1	-3	-4	6	-3	-3

31: COCc1cc(=O)[nH]c(SC)n1
32: COc1ccc(CC(=O)O/N=C(\N)Cc2ccc([N+](=O)[O-])cc2)cc1
33: CC1CCN(CCc2nc3cc(NC(=O)COc4ccccc4)ccc3n2C)CC1
34: CCn1cc([C@@H]2C[C@H]3CN(Cc4cccc(Cl)c4)C(=O)[C@]34CCCN24)cn1
35: COc1cc(NS(=O)(=O)c2cc3c(cc2C)NC(=O)CO3)cc(OC)c1
36: CC(=O)N1CCN(c2ccccc2NC(=O)c2cc3ccccc3o2)CC1
entry no.	31	32	33	34	35	36
RXFP1 antagonist	-3	-2	-5	-6	-2	9
D2 potentiator	12	4	-21	-2	-2	20
D1 antagonist	-2	-25	7	-6	9	10
TRHR agonist	-0.3	0.4	-0.5	-0.3	0.3	-0.3
TRHR enhancer	-4	3	-1	4	-3	-7
D2 antag	-5	-8	59*	-3	x	-2
D1 agonist	0	3	2	2	7	1
D2 agonist	0.5	0.0	0.5	0.8	x	0.6
D1 potentiator	-5	-1	1	3	-3	6

37: CC(C)S(=O)(=O)C/C(N)=N/OS(=O)(=O)c1ccc(Cl)cc1
38: CCN(C(=O)COC(=O)C1CCN(S(=O)(=O)c2cccs2)CC1)c1ccccc1
39: O=C1/C(=C\c2ccc(C(F)(F)F)cc2)CSc2sccc21
40: Cc1ccc(N2C(=O)CS(=O)(=O)C23C(=O)N(C)c2ccccc23)cc1F (stereo not drawn)
41: Cc1cccc(NC(=O)c2ccc3c(c2)C(=O)N(c2ccccc2C)C3=O)n1
42: Cc1ccc2nc(NC(=O)CSc3ncc(C(=O)Nc4ccccc4)c(=O)n3C)sc2c1
entry no.	37	38	39	40	41	42
RXFP1 antagonist	0	-13	0	x	-21	0
D2 potentiator	-5	-3	8	-4	13	-6
D1 antagonist	-7	-4	9	-1	-1	x
TRHR agonist	0.5	0.3	-0.9	-0.2	0.2	0.4
TRHR enhancer	-1	8	7	-11	-4	18
D2 antag	-1	4	-6	x	16	x
D1 agonist	5	10	3	3	4	-2
D2 agonist	0.4	1.6	0.2	x	0.3	1.1
D1 potentiator	-3	1	7	-1	-3	-1

43: COc1ccc(S(=O)(=O)NCc2cc(=O)n(C)c(=O)n2C)cc1C
44: CCOC1OC(=O)C(Cl)=C1Nc1ccc(C)cc1C (stereo not drawn)
45: C[C@@H](O)C1NC(=O)[C@H](CCCCN)NC(=O)c2cc([N+](=O)[O-])cc(F)c2NCCCC[C@@H](C(N)=O)NC1=O (stereo partly drawn)
46: COc1ccc(-c2cc(C)no2)cc1S(=O)(=O)N1CCOc2ccccc21
47: Cc1oc2c(cc(NS(=O)(=O)c3ccc(Br)cc3)c3ccccc32)c1C(=O)OCc1ccccc1
48: COc1cc(C=O)cc(Br)c1OCC(N)=O
entry no.	43	44	45	46	47	48
RXFP1 antagonist	12	-2	x	4&-28	1	-5
D2 potentiator	9	-4	2	1&2	-12	1
D1 antagonist	1	8	3	-2&-14	-3	10
TRHR agonist	0.5	-0.4	0.2	1.0&1.3	1.0	-0.7
TRHR enhancer	11	3	9	3&-4	-7	1
D2 antag	-3	12	2	-17	x	34*
D1 agonist	3	0	-1	8&20	4	5
D2 agonist	-0.3	-0.9	1.4	0.0&0.4	0.6	-0.7
D1 potentiator	5	-5	-5	-6&-4	0	1

49: CN(C)C(=O)CCC(=O)N1CCCC(C(=O)c2ccc3c4c(cccc24)CC3)C1 (stereo not drawn)
50: O=C(COC(=O)c1cc(S(=O)(=O)N2CCCC2)ccc1O)NCCc1ccccc1
51: CCC1=Nc2cc(C(=O)NCCN3CCOCC3)ccc2Sc2ccccc21
52: CC(NC(=O)C1CCCO1)c1ccccc1 (stereo not drawn)
53: COc1ccc(NC(=O)N2CCN3CCCCC3C2)cc1OC (stereo not drawn)
54: CCc1ccc(CN2CCC(CO)(CC3CCCCO3)CC2)o1 (stereo not drawn)
55: CN(C)S(=O)(=O)Oc1ccsc1C(=O)Nc1cccc(Cl)c1Cl
56: O=C(O)C1CC(=O)N(c2ccc(OCc3ccccc3)cc2)C1 (stereo not drawn)
entry no.	49	50	51	52	53	54	55	56
RXFP1 antagonist	0	-7	-15	-15	4	7	3	-3
D2 potentiator	1	9	14	11	-5	-16	x	-2
D1 antagonist	7	-24	-1	-28	1	-38*	-27	-14
TRHR agonist	0.6	-0.1	0.4	0.2	0.7	1.5	1.3	-0.4
TRHR enhancer	19	0	10	4	0	1	-10	1
D2 antag	-12	-10	-7	9	x	17	x	-15
D1 agonist	2	0	6	2	2	4	4	3
D2 agonist	0.6	-0.2	2.0	2.7	0.2	0.6	x	1.4
D1 potentiator	2	3	-2	-4	1	-6	-10	-6
